From PubChem BioAssay
KKLEB tox: CF airway cell cytotoxicity counter-screen; KKLEB CF airway cells viability, ATPlite luminescence, overnight; active compounds read low; cells stimulated with P. aeruginosa culture filtrate; activity change (cytotoxicity), % at 5 µM; 360,000 tested, 0.36% active; AID 602141;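 active means corrected activity change at or below -50% at 5 µM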
Peg3 promoter: reduces Peg3 promoter-driven luciferase expression in HeLa. HeLa PEG-Prom luciferase reporter, luminescence, overnight. inhibition, % at 20 µM. 360,000 tested, 1.7% active. AID 588405;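 active means inhibition of at least 50% at 20 µM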
Shn3 inh set2: inhibitors of Schnurri-3 3'UTR reporter in osteoblasts; inhibition, % at 12.5 µM; 360,000 tested, 0.52% active; Clone20 osteoblast Shn3 3'UTR firefly luciferase, 24 h;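 active means mean inhibition of at least 75% with every replicate also reaching 75%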;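 further: 0% = median of neutral control wells and 100% = pilot-screen positive control compound; some compounds past the cut are filed as inactive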
hiPSC survival: enhancers of human iPSC single-cell survival; survival enhancement, % at 20 µM; AID 602274; hiPSC single-cell survival, ATPlite luminescence; 100% = ROCK inhibitor wells, 0% = DMSO; 360,000 tested, 0.044% active; in the data active means survival enhancement above about 18%;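 further: cells exposed to compounds for 16 hours before the ATP read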
NR2E3 ag-1: activates human photoreceptor nuclear receptor NR2E3; AID 2300; Q9Y5X4; 320,000 tested, 0.12% active; inhibition of corepressor binding, % at 4.78 µM; GST-NR2E3/biotin-RetCOR TR-FRET, 1536-well;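 active means percent inhibition above the cutoff of mean plus 3 SD of all tested compounds, set per screening campaign, cut at about 20% in these data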;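 further: 0% = DMSO wells and 100% = biotin wells as full block of FRET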
Target sequence (Q9Y5X4 whole entry, looked up): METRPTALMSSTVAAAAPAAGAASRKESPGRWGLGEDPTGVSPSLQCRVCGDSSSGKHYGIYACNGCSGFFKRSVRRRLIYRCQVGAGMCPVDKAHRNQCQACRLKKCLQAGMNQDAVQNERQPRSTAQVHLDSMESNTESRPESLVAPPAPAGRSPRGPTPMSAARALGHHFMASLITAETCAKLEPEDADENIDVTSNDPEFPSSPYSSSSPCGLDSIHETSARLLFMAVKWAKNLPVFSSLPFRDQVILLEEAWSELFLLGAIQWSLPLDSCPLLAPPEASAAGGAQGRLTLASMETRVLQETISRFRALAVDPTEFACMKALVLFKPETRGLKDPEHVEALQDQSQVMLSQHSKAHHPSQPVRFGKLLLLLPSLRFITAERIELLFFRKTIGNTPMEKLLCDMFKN
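Material: NR2E3–RetCOR corepressor complex | Quantity: 1.35 nM GST-tagged NR2E3 final | Schedule: 5 h at 4 °C | Replication: Singlicate compound wells | Reagent: RetCOR corepressor, biotinylated, 7 nM | Controls: Biotin wells as high control, 0.6% DMSO wells as low control | Signal: TR-FRET, Eu(K)-anti-GST donor, streptavidin-D2 acceptor, ex 340, em 617/671 nm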
C8 TRAIL sens: caspase-8 TRAIL sensitization | NB7+C8 cells + TRAIL, ATPlite viability luminescence | inhibition (viability loss, TRAIL sensitization), % at 10 µM | 360,000 tested, 1% active;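 active means compounds causing at least 50% loss of cell viability in the single-dose screen, relative to plate controls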
LMP1 NFkB inh: Epstein-Barr LMP1 NF-kappaB reporter inhibition; LMP1-induced NF-kappaB luciferase reporter cells, luminescence; inhibition, % at 12.5 µM; 350,000 tested, 0.69% active; AID 504558; in the data active means inhibition above about 41%;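 further: 0% = neutral control wells and 100% = reference inhibitor control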
HIF-2a inh: inhibitors of HIF-2a; inhibition, % at 18.8 µM; 786-0 RCC cells HIF-2a reporter, luciferase luminescence, overnight; AID 624352; 360,000 tested, 0.72% active;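 active means inhibition of the luminescence signal of 40% or more relative to plate controls, in a single-dose primary screen at 18.75 µM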
CF NFkB block: inhibitors of cystic fibrosis induced NF-kB | KKLEB NF-kB-GFP reporter, PAF-induced, GFP fluorescence overnight | inhibition, % at 5 µM | 360,000 tested, 0.86% active | AID 588850;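 active means at least 50% inhibition at 5 µM, scaled per plate between neutral and stimulator controls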;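 further: PAF is a Pseudomonas aeruginosa culture filtrate used as stimulus; plate controls were PAF-stimulated DMSO wells for no effect and unstimulated DMSO wells for full effect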
MITF TRPM1 inh: reduces MITF-dependent TRPM1 promoter luciferase signal; SK-MEL-5 TRPM1 promoter luciferase, 24 h; inhibition, % at 12.5 µM; 330,000 tested, 0.83% active; AID 488899;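 active means mean inhibition across replicates of 60% or more, whatever share of single replicates reaches that level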; further: values of inactives mirror those of a sister screen read the other way
NR2E3 ag-2: activates human NR2E3 receptor; inhibition of corepressor binding, % at 3.98 µM; Q9Y5X4; AID 602229; 360,000 tested, 0.35% active; CHO-S Gal4-NCOR/VP16-NR2E3 two-hybrid, luciferase;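 active means inhibition above the mean of all tested compounds plus 3 SD, cut at about 70% in these data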;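 further: 0% = DMSO with NR2E3 transfected cells and 100% = cells lacking NR2E3 construct; higher means lower luciferase signal from less NR2E3 corepressor binding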
* hit, by the source's call; x = not tested or not shown. These rows are one share of the data (hit frequency here may not be typical).

Under each structure: KKLEB tox	Peg3 promoter	Shn3 inh set2	hiPSC survival	NR2E3 ag-1	C8 TRAIL sens	LMP1 NFkB inh	HIF-2a inh	CF NFkB block	MITF TRPM1 inh	NR2E3 ag-2
> O=C1C(NS(=O)(=O)c2cccs2)=C(N2CCN(c3cccc(Cl)c3)CC2)C(=O)c2ccccc21
 : -15	6	6	1.7	-2	-2	1	12	-14	9	-17
> COC(=O)c1ccccc1NC(=O)COC(=O)c1ccco1
 : 10	-4	10	-0.2	0	15	8	3	-6	-8	-11
> COc1cc(N2Cc3ccccc3C2)ccc1C=O
 : -2	-112	-105	0.8	2	-5	1	-46	-24	-30	-78
> COCCn1c(COc2cccc(OC)c2)nnc1SCC(=O)N1CCOCC1
 : -4	7	4	2.1	7	-3	8	3	0	-7	-12
> CCOC(=O)C1(C)CCN1C(=O)/C=C/c1ccccc1 (configuration not stated)
 : 4	0	-44	-0.9	x	-5	x	-4	-25	x	3
> O=C(NCCc1ccccc1)c1ccc2c(c1)OCCO2
 : -27	105*	84	-0.6	-1	83*	84*	84*	-47	88*	46
> COc1ccc(/C=C/C(=O)Oc2cc(C)[nH]c(=O)c2[N+](=O)[O-])cc1OC
 : 4	8	4	-0.4	1	13	2	17	12	0	22
> Clc1ccccc1-c1nnc2sc(-c3ccc(Br)o3)nn12
 : 3	-4	-12	-1.1	-2	-15	9	-5	4	-1	8
> CC(=O)N(CCN(C(C)=O)c1ccccc1)c1ccccc1
 : -2	-1	-6	0.9	5	-2	-10	9	4	-1	0
> CC1CCCN(C(=O)COC(=O)c2cc([N+](=O)[O-])ccc2N2CCOCC2)C1 (configuration not stated)
 : 10	-182	-5	0.8	-1	-2	-2	-3	-5	9	-12
> Cc1onc(-c2c(F)cccc2Cl)c1C(=O)Nc1ccccc1N1CCOCC1
 : -3	27	5	-0.6	3	6	11	16	-1	5	-10
> COc1ccc(CNc2ncnc3c2[nH]c2ccccc23)cc1
 : -5	32	89*	-0.8	1	19	x	19	5	x	57
> O=C(Nc1cc(Cl)cc(Cl)c1)c1ccc(Cn2c(=O)[nH]c3ccsc3c2=O)cc1
 : -50*	30	60	2.4	13	-3	-17	0	54*	x	15
> Cc1cc(C)cc(NC(=O)CCOc2ccccc2)c1
 : -3	-2	-5	-0.6	-1	-3	-4	-22	16	-18	-14
> COC(=O)CCC(=O)OC1(C)C(=O)C=C2C=C(C3CC3)N(c3ccccc3)C=C2C1=O (configuration not stated)
 : -9	3	-5	1.2	-2	0	-3	5	20	12	-11
> Cc1ccc(C(=O)N/C(=C/c2ccc(Cl)cc2)C(=O)NCC2CCCO2)cc1 (configuration not stated)
 : 7	-5	-7	-1.6	-1	-5	2	22	-8	-9	1
> CC(c1ccccc1)c1nnc(N)s1 (configuration not stated)
 : -14	12	2	-2.2	3	-4	5	11	8	x	59
> CCOC(=O)c1c(C)[nH]c(C(=O)COC(=O)COc2ccccc2C)c1C
 : 5	10	-41	-3.2	2	-4	-9	7	-2	15	14
> Cc1ccc(/C=C/C(=O)O)cc1S(=O)(=O)N1CCC(Cc2ccccc2)CC1
 : 6	17	1	-0.6	4	9	-5	7	16	-4	14
> O=C(COc1ccc([N+](=O)[O-])cc1)NN=C1CCCC1
 : 6	1	-26	-0.9	-1	-18	-4	4	-10	2	1
> C=CCNC(=O)c1cc2c(=O)n3cccc(C)c3nc2s1
 : 4	-90	-26	3.0	-2	19	-4	-53	-12	-22	-21
> N#Cc1cc(C(=O)c2ccccc2OCC(=O)Nc2ccccc2)cn(C2CCCCC2)c1=O
 : 7	25	-1	-0.2	4	-16	-7	18	-2	5	18
> O=C(Cn1cnc2c(cnn2-c2ccccc2)c1=O)NCCc1ccccc1
 : 0	-9	-1	-1.3	2	-3	1	-3	-5	3	-16
> Cc1ccc(-c2nnn(CC(=O)Nc3ccccc3-c3ccccc3)n2)c(-n2cnnn2)c1
 : -14	5	13	0.0	x	6	0	-6	-6	2	-16
> O=C(Nc1ccccn1)c1ccc2ccccc2n1
 : -6	-221	-59	-3.9	0	55*	-26	-149	-22	-29	-142
> CS(=O)(=O)N(CC(=O)Nc1cc(Cl)ccc1Cl)c1ccccc1Cl
 : -3	23	8	0.0	0	3	-5	9	9	8	-34
> O=c1cc(-c2ccccc2)nc(N2CCCCC2)[nH]1
 : -8	7	5	-2.1	1	-6	10	-1	1	-9	15
> COc1cccc(C(=O)Nc2cccc(SC)c2)c1
 : 9	-313	-38	-2.9	1	8	-27	-263	-14	-75	-106
> Cc1ccc(S(=O)(=O)NNC(=O)C2Cc3c(ccc4ccccc34)O2)cc1 (configuration not stated)
 : -2	8	14	-2.6	2	-8	-2	14	5	4	60
> O=S(=O)(c1ccc(SCCOc2ccccc2)nc1)N1CCCC1
 : 12	12	7	0.9	-1	1	4	-10	3	0	-15
> CC(C)C(c1nnnn1C1CCCCC1)N1CCN(c2ncccn2)CC1 (configuration not stated)
 : -2	18	14	0.0	-1	-12	3	21	9	-13	1
> COC(=O)c1ccc(NC(=O)CSc2nnc(-c3cccnc3)o2)cc1
 : 9	-73	-4	-0.5	-4	-6	-4	1	23	-17	-37
> COc1cc(/C=C/C(=O)OCC(=O)N2c3ccccc3NC(=O)C2(C)C)cc(OC)c1OC
 : -19	65*	3	0.3	-1	3	-2	-13	15	-8	6
> CCCCc1c(C)[nH]c(C(=O)OCC)c1C
 : -3	10	0	-0.5	-1	-1	8	12	11	3	1
> Cc1cccc(-c2nc(CS(=O)CC(=O)NC3CCCC3)c(C)o2)c1 (configuration not stated)
 : -9	-8	-20	0.0	x	12	-1	12	19	x	5
> CCC/C=C1/CCCOC(C(=O)NCc2ccccc2)(C(F)(F)F)C1 (configuration not stated)
 : -1	-1	-5	-0.8	-1	2	-1	-1	2	-9	27
> COCn1c(COc2ccc3ccccc3c2)nc2ccccc21
 : -8	-263	-54	-2.7	2	39	-58	-234	-3	-81	-118
> COc1cccc(OCC(=O)Nc2ccccc2C(=O)Nc2ccc(C(=O)O)cc2)c1
 : 11	1	-1	1.6	0	18	0	8	-10	1	-8
> O=C(O)c1cccc(Cn2c(Cl)c(/C=N/NC(=O)c3cccc(O)c3)sc2=O)c1
 : 14	-3	-12	0.5	2	-14	0	10	4	8	-4
> O=C(CN(Cc1ccccc1F)C(=O)Cn1nnc(-c2cccs2)n1)NCC1CCCO1 (configuration not stated)
 : 0	1	22	1.7	4	1	4	15	4	10	-11

Taken from above.
Under LMP1 NFkB inh, Cc1cccc(-c2nc(CS(=O)CC(=O)NC3CCCC3)c(C)o2)c1 (configuration not stated) shows -1
Under KKLEB tox, O=C(O)c1cccc(Cn2c(Cl)c(/C=N/NC(=O)c3cccc(O)c3)sc2=O)c1 shows 14
Under LMP1 NFkB inh, Cc1ccc(-c2nnn(CC(=O)Nc3ccccc3-c3ccccc3)n2)c(-n2cnnn2)c1 shows 0
Under hiPSC survival, COCn1c(COc2ccc3ccccc3c2)nc2ccccc21 shows -2.7
Under C8 TRAIL sens, CCC/C=C1/CCCOC(C(=O)NCc2ccccc2)(C(F)(F)F)C1 (configuration not stated) shows 2
Under C8 TRAIL sens, COC(=O)c1ccc(NC(=O)CSc2nnc(-c3cccnc3)o2)cc1 shows -6
Under LMP1 NFkB inh, COc1cccc(OCC(=O)Nc2ccccc2C(=O)Nc2ccc(C(=O)O)cc2)c1 shows 0

Next records follow.
Under each structure: KKLEB tox	Peg3 promoter	Shn3 inh set2	hiPSC survival	NR2E3 ag-1	C8 TRAIL sens	LMP1 NFkB inh	HIF-2a inh	CF NFkB block	MITF TRPM1 inh	NR2E3 ag-2
> c1csc(-c2nc(-c3ccc(-c4ccon4)s3)no2)c1
 : -7	-257	-59	-0.5	-6	14	-33	-315	-24	-46	-71
> Cc1cc(NC(=O)c2cccs2)cc(-c2nc3ncccc3o2)c1O
 : 16	-16	-1	-0.2	3	17	-3	-14	-51	2	-6
> CCCCNC(=O)COC(=O)c1cc(C)oc1C
 : -2	-1	-1	4.5	4	-5	-3	5	-10	-11	-9
> O=S(=O)(NCC1(N2CCOCC2)CCCCC1)c1ccc(F)cc1
 : 22	-7	-12	-0.5	1	8	4	-2	-14	-9	-6
> C=CCOc1c(Br)cc(CNn2c(C)n[nH]c2=S)cc1OCC
 : -6	-7	4	-0.2	1	11	-17	23	11	7	-45
> CC1CCCCN1C(=O)CSc1nnc(-c2cccnc2)o1 (configuration not stated)
 : 1	-6	-9	-0.3	4	12	-5	-10	2	-11	-7
> Cc1ccc(NC2=C(Cl)C(=O)OC2OC(=O)c2ccccc2)c(C)c1 (configuration not stated)
 : -3	0	3	-0.7	0	-3	-8	5	5	-4	-40
> Cc1ccc(OCC(O)CN2CCN(CC(O)COc3ccc(C)cc3)CC2)cc1 (configuration not stated)
 : -9	-63	-6	2.7	0	7	3	-1	4	4	3
> O=C(CN(c1ccccc1)S(=O)(=O)c1ccccc1)Nc1ccccc1C(=O)NCc1ccco1
 : -2	21	12	-0.2	1	-2	-8	16	0	5	-7

A different layout for part of the listing above:
compound	KKLEB tox	Peg3 promoter	Shn3 inh set2	hiPSC survival	NR2E3 ag-1	C8 TRAIL sens	LMP1 NFkB inh	HIF-2a inh	CF NFkB block	MITF TRPM1 inh	NR2E3 ag-2
COCn1c(COc2ccc3ccccc3c2)nc2ccccc21	-8	-263	-54	-2.7	2	39	-58	-234	-3	-81	-118
COc1cccc(OCC(=O)Nc2ccccc2C(=O)Nc2ccc(C(=O)O)cc2)c1	11	1	-1	1.6	0	18	0	8	-10	1	-8
O=C(O)c1cccc(Cn2c(Cl)c(/C=N/NC(=O)c3cccc(O)c3)sc2=O)c1	14	-3	-12	0.5	2	-14	0	10	4	8	-4
O=C(CN(Cc1ccccc1F)C(=O)Cn1nnc(-c2cccs2)n1)NCC1CCCO1 (configuration not stated)	0	1	22	1.7	4	1	4	15	4	10	-11
